PAD4 FP inh: inhibitors of human PAD4 | inhibition, % at 6.36 µM | recombinant PAD4, RCA probe fluorescence polarization | Q9UM07 | actives 0.41% (n = 330,000);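 active means percent inhibition above a cutoff equal to the mean of all tested compounds plus 3 SD, cut at about 15% in these data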;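 further: 0% = PAD4 with RCA probe and DMSO and 100% = probe without PAD4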
Target sequence (Q9UM07 whole entry, looked up): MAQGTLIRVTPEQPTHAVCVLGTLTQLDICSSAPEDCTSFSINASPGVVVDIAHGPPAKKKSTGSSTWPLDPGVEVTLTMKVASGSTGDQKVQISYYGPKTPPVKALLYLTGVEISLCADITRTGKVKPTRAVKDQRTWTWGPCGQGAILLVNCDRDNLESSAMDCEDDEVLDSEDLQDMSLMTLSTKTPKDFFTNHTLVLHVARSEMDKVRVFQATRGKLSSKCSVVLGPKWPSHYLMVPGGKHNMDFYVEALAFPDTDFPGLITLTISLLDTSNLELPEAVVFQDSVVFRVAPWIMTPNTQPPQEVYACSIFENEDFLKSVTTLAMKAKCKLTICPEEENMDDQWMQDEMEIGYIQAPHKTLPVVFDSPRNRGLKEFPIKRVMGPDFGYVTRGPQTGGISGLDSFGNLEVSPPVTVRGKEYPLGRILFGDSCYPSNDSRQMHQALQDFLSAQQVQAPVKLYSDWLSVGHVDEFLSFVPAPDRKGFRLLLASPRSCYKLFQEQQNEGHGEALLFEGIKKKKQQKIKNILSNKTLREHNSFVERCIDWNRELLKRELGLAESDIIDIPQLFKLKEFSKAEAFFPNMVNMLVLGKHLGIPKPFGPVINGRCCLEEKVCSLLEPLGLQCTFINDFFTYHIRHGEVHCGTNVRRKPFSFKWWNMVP
ZTA DNA inh: ZTA (EBV) inhibition in EBNA-1 counter-screen; P03206; ZTA-DNA binding, fluorescence polarization; inhibition, % at 11 µM; actives 0.15% (n = 320,000); in the data active means inhibition above about 33%
EBNA-1 inh: blocks EBNA-1 binding to DNA | actives 0.34% (n = 300,000) | inhibition, % at 14.8 µM | EBNA-1 DNA binding, fluorescence polarization; in the data active means inhibition above about 28%
PREPL inhibitor: inhibits the human prolyl oligopeptidase-like enzyme; actives 0.68% (n = 320,000); Q4J6C6; inhibition, % at 5.96 µM; recombinant PREPL, fluorescence polarization activity-based probe; in the data active means inhibition above about 43%;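 further: 0% = enzyme with DMSO and 100% = wells lacking enzyme; many of its hits are not listed in these tables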
LYPLA1 inh: blocks human lysophospholipase 1, a PME1 counter-screen | actives 0.16% (n = 320,000) | inhibition, % at 5.9 µM | recombinant LYPLA1, FP-Rh probe fluorescence polarization | AID 2174;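 active means inhibition above the mean of all tested compounds plus 3 SD, set per campaign, cut at about 14% in these data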;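 further: inhibitors block serine hydrolase probe labeling of LYPLA1 so polarization falls; 0% = enzyme with DMSO and 100% = wells lacking LYPLA1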
GSTO1 inh: GSTO1 inhibition, counter-screen for RBBP9 inhibitors; actives 1.1% (n = 300,000); inhibition, % at 5.96 µM; P78417; recombinant GSTO1, activity-based probe fluorescence polarization;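 active means inhibition above the campaign mean inhibition plus 3 SD, cut at about 35% in these data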;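 further: 0% = GSTO1-1 with DMSO and 100% = wells lacking GSTO1-1 enzyme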
PAFAH1B3 FP inh: PAFAH1B3 (human) inhibition; inhibition, % at 3.39 µM; actives 0.28% (n = 340,000); recombinant PAFAH1B3, FP-rhodamine probe, fluorescence polarization; Q15102;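 active means inhibition above the screen-wide average of all tested compounds plus 3 SD, cut at about 25% in these data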;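 further: 0% = enzyme with DMSO only and 100% = wells lacking PAFAH1B3 protein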
LYPLA2 counter: blocks human lysophospholipase 2, a PME1 counter-screen. O95372. recombinant LYPLA2, FP-Rh probe fluorescence polarization. inhibition, % at 5.9 µM. actives 0.38% (n = 320,000);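 active means inhibition above the screen-wide mean plus 3 SD, limit set per campaign, cut at about 26% in these data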;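 further: 0% = LYPLA2 with DMSO and 100% = wells lacking LYPLA2 enzyme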
Target sequence (O95372 whole entry, looked up): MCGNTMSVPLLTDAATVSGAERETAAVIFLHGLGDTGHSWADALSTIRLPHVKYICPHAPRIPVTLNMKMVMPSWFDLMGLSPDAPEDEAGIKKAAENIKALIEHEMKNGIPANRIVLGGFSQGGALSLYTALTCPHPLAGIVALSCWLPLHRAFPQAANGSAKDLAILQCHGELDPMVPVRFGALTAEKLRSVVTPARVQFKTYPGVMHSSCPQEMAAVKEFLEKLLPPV
PAFAH2 inh: inhibitors of human PAFAH2; inhibition, % at 3.39 µM; recombinant PAFAH2, FP-rhodamine activity probe, fluorescence polarization; AID 492956; actives 0.99% (n = 340,000);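 active means inhibition above the mean over all tested compounds plus 3 SD, cut at about 30% in these data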;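 further: inhibitors block probe labeling of enzyme so polarization drops; 0% = enzyme with DMSO and 100% = wells lacking PAFAH2 protein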
An asterisk follows results filed as active; . = no result given. Some of the compounds tested, so the mix of outcomes need not match the whole.

#	Structure	PAD4 FP inh	ZTA DNA inh	EBNA-1 inh	PREPL inhibitor	LYPLA1 inh	GSTO1 inh	PAFAH1B3 FP inh	LYPLA2 counter	PAFAH2 inh
1	CSc1ncc(Cl)c(C(=O)Nc2cccc3ccccc23)n1	2	-5	6	-3	-4	3	-4	-2	-4
2	COc1ccc(CN2CCN(c3ccc(F)cc3)CC2)c(OC)c1OC	-2	-3	4	17	-3	3	-6	-4	6
3	Cc1ccc2c(c1)Sc1c(ccc3ccccc13)N2	-10	8	12	14	-10	8	2	-9	-2
4	COc1ccc(Cl)cc1NC(=O)CSC1=NN2CCCC(=O)N=C2S1	-3	8	5	2	0	-1	5	21	2
5	O=C(CN1CCOCC1)Nc1nc2ccc([N+](=O)[O-])cc2s1	-3	-9	-18	-4	1	3	-4	-2	-4
6	OCCCNc1nc(-c2ccc(Br)cc2)nnc1-c1ccc(Cl)cc1	1	10	-8	4	-6	-4	8	-8	-6
7	Cc1ccc(S(=O)(=O)Cn2nnnc2C(CC(C)C)N2CCN(C(=O)c3ccco3)CC2)cc1 (stereo unspecified)	1	3	7	-27	2	2	4	3	2
8	CC(C)(CC(=O)O)CC(=O)Nc1ccc2c(c1)ncn2CCc1ccccc1	-7	-8	0	-10	-2	0	11	-1	0
9	CCc1ccccc1C1=CC(=O)C[C@H](c2ccc(OC)cc2)C1	0	.	.	-2	.	.	9	.	-1
10	C=CC[C@H](CC(=O)NCCO)C(=O)NC[C@H](OC(=O)[C@@H](CC=C)Cc1ccc(F)cc1)c1ccccc1	-5	.	.	19	.	.	2	.	-7
11	COc1ccc(N2CC(C(=O)Nc3c4c(nn3-c3ccc(OC)cc3)CS(=O)(=O)C4)CC2=O)cc1 (stereo unspecified)	-3	-19	0	-13	4	1	-3	4	-3
12	CC(=O)C1=C(O)C(=O)N(c2ccc(Br)cn2)C1c1ccc(F)cc1 (stereo unspecified)	3	-2	6	1	-2	0	6	0	1
13	COc1ccc(-c2cn(Cc3ccc([N+](=O)[O-])cc3)nn2)cc1	0	-4	8	28	3	3	5	5	-4
14	O=C(Nc1ccc(OCC(=O)N2CCOCC2)cc1)c1cncc(Br)c1	-2	-19	-3	-2	-1	-2	2	6	-9
15	O=c1[nH]c(Nc2ccc3c(c2)OCCO3)nnc1Cc1ccccc1	-1	-10	2	-6	-1	8	0	-1	2
16	CCOc1cc(N2CCOCC2)c(OCC)cc1NC(=O)C1=NN(c2cccc(C)c2)C(=O)CC1	-3	10	-3	38	2	7	6	9	1

Record cards, as listed above:
Record of COc1ccc(-c2cn(Cc3ccc([N+](=O)[O-])cc3)nn2)cc1 = PAD4 FP inh: 0; ZTA DNA inh: -4; EBNA-1 inh: 8; PREPL inhibitor: 28; LYPLA1 inh: 3; GSTO1 inh: 3; PAFAH1B3 FP inh: 5; LYPLA2 counter: 5; PAFAH2 inh: -4
Record of COc1ccc(N2CC(C(=O)Nc3c4c(nn3-c3ccc(OC)cc3)CS(=O)(=O)C4)CC2=O)cc1 (stereo unspecified) = PAD4 FP inh: -3; ZTA DNA inh: -19; EBNA-1 inh: 0; PREPL inhibitor: -13; LYPLA1 inh: 4; GSTO1 inh: 1; PAFAH1B3 FP inh: -3; LYPLA2 counter: 4; PAFAH2 inh: -3

3 structures already listed, arranged by count of non-hydrogen atoms, smallest number first:
#	Structure	PAD4 FP inh	ZTA DNA inh	EBNA-1 inh	PREPL inhibitor	LYPLA1 inh	GSTO1 inh	PAFAH1B3 FP inh	LYPLA2 counter	PAFAH2 inh
13	COc1ccc(-c2cn(Cc3ccc([N+](=O)[O-])cc3)nn2)cc1	0	-4	8	28	3	3	5	5	-4
14	O=C(Nc1ccc(OCC(=O)N2CCOCC2)cc1)c1cncc(Br)c1	-2	-19	-3	-2	-1	-2	2	6	-9
11	COc1ccc(N2CC(C(=O)Nc3c4c(nn3-c3ccc(OC)cc3)CS(=O)(=O)C4)CC2=O)cc1 (stereo unspecified)	-3	-19	0	-13	4	1	-3	4	-3

Following part.
#	Structure	PAD4 FP inh	ZTA DNA inh	EBNA-1 inh	PREPL inhibitor	LYPLA1 inh	GSTO1 inh	PAFAH1B3 FP inh	LYPLA2 counter	PAFAH2 inh
17	Cc1ccc(C)c(NC(=O)C2CC=CCC2C(=O)O)c1 (stereo unspecified)	-8	-15	-7	-3	0	6	-2	0	-3
18	COc1ccc(CCNC(=O)C2CCN(C(=O)c3ccccc3C)CC2)cc1	0	7	15	-1	-1	-1	13	-4	-1
19	CCOc1ccc(N=Nc2c(=O)[nH]n3c(=O)cc(C)[nH]c23)cc1	-6	-3	4	9	2	11	1	6	8
20	COc1ccc(OC)c(NC(=O)CSc2nc3scc(C)c3c(=O)[nH]2)c1	-1	8	-3	4	-2	2	0	-4	12
21	CN(C(=O)CCS(=O)(=O)c1ccc2c(c1)oc(=O)n2C)C1CCCCC1	3	-2	6	-3	0	0	-1	-1	-3
22	O=C(COC(=O)/C=C/c1ccccc1)NCC1CCCO1 (stereo unspecified)	1	4	3	-5	1	-2	-1	4	37*
23	Nc1ccc[n+](Cc2ccccn2)c1	6	-13	4	-4	2	-3	6	-1	6
24	O=[N+]([O-])c1ccc(/C=N/NC(=S)Nc2ccccc2F)o1	-5	7	2	4	8	10	-2	8	8
25	N#Cc1ccccc1Sc1ccccc1C(=O)OCc1nnc(-c2ccccc2)o1	-6	7	-10	-7	-1	-2	13	0	16
26	Cc1ccc(CC(=O)Nc2ccc(S(=O)(=O)N3CCOCC3)cc2)cc1C	-1	-24	.	11	-1	.	1	-3	-3
27	CC(C)c1ccc(/C=C/C(=O)Nc2nncs2)cc1	-3	-7	-7	-8	-3	-2	6	-2	-3
28	Cc1ccc(CNC(=O)Cn2cc(C(F)(F)F)ccc2=O)cc1	-7	-6	-3	-8	-2	-14	0	-9	2
29	Cc1ccccc1C(=O)NCCNC(=O)c1ccccn1	-1	3	0	-1	0	8	-2	6	-2
30	O=C(O)c1ccccc1NS(=O)(=O)c1cccc2nsnc12	-4	6	-11	-12	-4	-10	1	-2	2
31	CCOc1ccc(CNC(=O)CCC(=O)n2nc(C)c3ccccc32)cc1	-2	3	-13	7	-2	2	-1	0	-8
32	Cc1ccc(OCC(=O)N/N=C/c2c[nH]c3ccccc23)c([N+](=O)[O-])c1	-4	6	-10	15	-3	0	13	1	6
33	COc1ccc(-c2nc(C#N)c(N3CCC(C(N)=O)CC3)o2)cc1	1	0	-13	8	2	0	5	-4	0
34	COC(=O)c1ccc(C)c(NC(=O)Cn2cnc3ccccc3c2=O)c1	0	-16	-1	-1	-1	-3	9	1	14
35	CCOC(=O)NC(=O)CSc1nnnn1-c1ccc(C)cc1	2	8	0	-3	-3	2	1	-2	1
36	CCOC(=O)c1sc(NC(=O)c2cccc(S(=O)(=O)N(CC)CC)c2)cc1C	-1	5	20	-4	-4	-7	1	5	0
37	O=C(NCc1ccccc1)C1CCC(CNc2c(N3CCCCC3)c(=O)c2=O)CC1 (stereo unspecified)	-1	7	1	-3	1	0	5	9	4
38	O=C(Nc1ccc(Br)cc1)c1ccc(N2C(=O)C3CC=CCC3C2=O)cc1 (stereo unspecified)	-3	4	1	5	-6	-3	1	-7	-4
39	Cc1cc(OCCn2cnc3ccccc3c2=O)cc(C(C)C)c1	-2	17	-3	-9	0	-4	0	11	-5
40	Cc1ccc(Cl)c(OCCN2CCc3ccccc3C2)c1	-3	-5	1	-6	-3	2	2	-2	-3
41	CC(=O)Nc1ccc(C(=O)N/N=C/C2CC3C=CC2C3)cc1 (stereo unspecified)	2	-17	4	-1	4	6	11	6	7
42	Cc1csc(NC(=O)C2CCCN2C(=O)OCC(C)C)n1 (stereo unspecified)	-2	-4	6	12	7	9	1	5	2
43	Clc1cccc(N2CCN(c3nnnn3-c3ccccc3)CC2)c1	0	3	9	23	4	-7	-2	3	-2
44	N/C(=N\OC(=O)CCCCCN1C(=O)c2ccccc2C1=O)c1ccccc1	-1	-15	4	3	-1	0	-1	11	-2
45	CN(C)S(=O)(=O)c1ccc(NC(=O)c2ccc([N+](=O)[O-])cc2)cc1	-1	-7	-7	15	1	1	9	8	4
46	CC(C)c1ccc(NC(=O)C[n+]2ccn(C3=C([O-])c4ccccc4C3=O)c2)cc1	1	-29	-15	26	9	3	-3	25	8
47	COC(=O)c1ccc(N2C(=O)c3ccc(OC)c(OC)c3C2=O)cc1	-4	7	7	0	0	5	-1	9	4
48	CCc1cccc(NC(=O)C2CC2c2ccccc2)c1 (stereo unspecified)	-4	-7	-11	9	-3	-4	-4	-6	1
49	Cc1ccc(N2CC(C(=O)NCCC(C)C)CC2=O)cc1 (stereo unspecified)	2	-4	-3	3	-1	5	1	2	5
50	COc1c(C(=O)NC(=S)Nc2nnn(C)n2)cc2ccccc2c1Br	-3	-6	-5	16	-1	5	-3	1	-1
51	O=[N+]([O-])c1cc(C(F)(F)F)ccc1SCC(O)CO (stereo unspecified)	-2	4	-10	12	-2	-1	6	0	-8
52	Cc1cccc(/C=N/n2c(-c3ccccc3)n[nH]c2=S)c1O	-2	-3	2	1	0	2	2	1	8
53	CCC(=O)NC(=S)Nc1ccc(S(=O)(=O)NC2CCCCC2)cc1	-2	-15	10	-1	-3	2	15	4	1
54	CCCc1cc(C(=O)NCc2ccc(OC)cc2)no1	-1	-8	5	-1	1	1	2	4	2
55	O=C(OCc1nnc(-c2ccccc2)o1)c1ccccc1	1	-15	-1	13	3	0	1	1	57*
56	COc1cc(CN2CCCCCC2)cc(OC)c1OC	-3	10	-2	2	0	5	-1	4	5
57	Cc1c(C(=O)N2CCC(C(N)=O)CC2)oc2ccc(Br)cc12	-1	-8	-3	3	0	-5	5	-1	10
58	Cc1ccc(-n2c(C)c(C)c3c(N)ncnc32)cc1	1	-6	0	0	-2	-1	7	2	-2
59	O=C(Nc1ccc(F)cc1)c1sc(Cl)nc1-c1ccccc1	-3	9	-4	0	-1	17	4	-7	-1
60	CN1C(=O)CSC1=S	-4	-6	-9	-3	-2	7	9	2	6
61	Cc1cccc(N2CCN(C(=O)c3cccc(N4CCCC4=O)c3)CC2)c1C	-6	1	3	18	3	-2	3	5	9
62	CCOc1ccc(/C=C2\SC(=S)N(NC(=O)c3ccncc3)C2=O)cc1OC	-8	3	1	0	-2	-2	.	-4	.
63	CCC(C)c1ccccc1NC(=O)C(C)NCCN(C)C (stereo unspecified)	1	-8	-2	-4	-3	5	3	-4	-3
64	COC(=O)c1c(NC(=O)COc2ncnc3ccccc23)sc(C)c1C	3	-16	-10	-14	-6	-1	5	-3	-6
